TAAR1 antag – human TAAR1 antagonism | CHO RD-HGA16 TAAR1, Fluo-8 calcium fluorescence, antagonist | 360,000 compounds, 1.5% hits | Q96RJ0 | inhibition, % at 3 µM;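 active = inhibition above a per-plate cutoff, the mean inhibition of test compounds on that plate plus 3 SD, cut at about 49% in these data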;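 note: 0% = DMSO plus EC80 beta-PEA response and 100% = DMSO alone without agonist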
Target sequence (Q96RJ0 whole entry, looked up): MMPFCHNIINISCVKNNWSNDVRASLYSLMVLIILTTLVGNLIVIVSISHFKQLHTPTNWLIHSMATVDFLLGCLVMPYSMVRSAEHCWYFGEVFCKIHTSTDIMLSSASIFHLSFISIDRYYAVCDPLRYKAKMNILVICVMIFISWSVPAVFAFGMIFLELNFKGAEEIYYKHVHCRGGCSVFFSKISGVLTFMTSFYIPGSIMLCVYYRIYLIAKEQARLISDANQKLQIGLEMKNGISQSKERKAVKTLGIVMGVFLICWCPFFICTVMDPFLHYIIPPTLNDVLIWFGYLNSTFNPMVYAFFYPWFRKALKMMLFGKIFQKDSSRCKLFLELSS
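System: CHO RD-HGA16 cells bearing hTAAR1. Reagent: EC80 β-phenethylamine stimulus. Schedule: seeding 17-24 h prior, 75-min 37 °C, 30-min RT dye loading. Signal: Fluo-8 intracellular calcium dye fluorescence, real-time kinetic reads. Read-out: % inhibition from peak post-agonist over basal fluorescence ratio. Benchmarks: vehicle wells and EC80 agonist wells. Replicates: n of 1.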
M1 PAM – human CHRM1 positive allosteric modulation; P11229; CHO-K1 hM1, Fluo-8 calcium fluorescence, ACh EC20; 0% = ACh EC20, 100% = maximal ACh; activation, % at 3 µM; 360,000 compounds, 0.088% hits; in the data active = activation above about 19%, passing the limit was not always enough
Target sequence (P11229 whole entry, looked up): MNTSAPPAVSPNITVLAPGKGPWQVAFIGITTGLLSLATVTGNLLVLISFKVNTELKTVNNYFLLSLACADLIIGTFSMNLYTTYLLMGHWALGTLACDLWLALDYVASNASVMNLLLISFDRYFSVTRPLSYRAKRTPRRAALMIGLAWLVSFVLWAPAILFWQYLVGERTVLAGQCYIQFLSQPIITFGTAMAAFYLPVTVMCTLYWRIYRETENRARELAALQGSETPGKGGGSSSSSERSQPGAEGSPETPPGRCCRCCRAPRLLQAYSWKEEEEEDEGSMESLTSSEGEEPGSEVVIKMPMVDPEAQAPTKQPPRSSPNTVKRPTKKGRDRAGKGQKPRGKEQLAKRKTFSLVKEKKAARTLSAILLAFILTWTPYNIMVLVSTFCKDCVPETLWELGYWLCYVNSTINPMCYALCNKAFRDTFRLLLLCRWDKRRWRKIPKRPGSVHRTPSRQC
M1 ag parental – M1 agonist counterscreen hit in parental CHO-K1 cells | Fluo-8 calcium fluorescence; scaled to maximal ATP response, vehicle zero | activation, % at 3 µM | AID 602248 | 360,000 compounds, 0.48% hits; in the data active = activation above about 15%;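 note: untransfected CHO-K1 host cells lacking M1 receptor as counterscreen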
TAAR1 ag – agonists of human TAAR1. Q96RJ0. CHO RD-HGA16 TAAR1, Fluo-8 calcium fluorescence; vehicle wells 0%, saturating PEA agonist 100%. activation, % at 3 µM. 360,000 compounds, 0.99% hits. AID 624467;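 active = activation above the mean activation of all test compounds in the run plus 3 SD, cut at about 38% in these data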
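System: CHO-derived RD-HGA16 cells with stable Gα16 and human TAAR1 / Times: 17-24 h plating, Fluo-8 75 min 37 °C, 30 min RT / Technique: calcium-sensitive Fluo-8 signal, excitation 470-495, emission 515-575 nm / Measure: % activation relative to PEA EC100 response / Benchmarks: DMSO and PEA EC100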
CHO-K1 Ca antag – M1 antagonist counterscreen hit in parental CHO-K1 cells; inhibition, % at 3 µM; 360,000 compounds, 0.6% hits; ATP-induced calcium, Fluo-8 fluorescence;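 active = inhibition above a per-plate cutoff, the plate's mean sample inhibition plus 3 SD, cut at about 24% in these data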;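 note: 0% = DMSO plus EC80 ATP and 100% = DMSO alone without ATP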
CHO parental Ca – counter-screen: ATP calcium response change in parental CHO cells; inhibition, % at 5.6 µM; 330,000 compounds, 0.63% hits; parental CHO-K1, ATP-induced calcium, Fluo-8 fluorescence;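 active = inhibition above that plate's mean sample inhibition plus 3 SD, cut at about 26% in these data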;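 note: 0% = ATP-challenged DMSO wells and 100% = DMSO wells without ATP; some compounds past the cut are filed as inactive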
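Measured by: calcium-sensitive Fluo-8 fluorescence / Test system: CHO parental line / Controls: ATP-challenged DMSO wells low, unchallenged DMSO wells high / Measure: % inhibition / Compound: single nominal dose of 5.6 µM per compound / Replicates: single well per compound, no replicates / Reagent: ATP as calcium-mobilizing challenge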
M1 PAM parental – counter-screen for M1 PAMs: effect in parental CHO-K1 cells. ATP EC20, Fluo-8 calcium fluorescence; 0% at ATP EC20, 100% at ATP max. activation, % at 3 µM. 360,000 compounds, 0.02% hits. AID 602247;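 active = activation above the run cutoff, the mean activation of all test compounds plus 3 SD, cut at about 40% in these data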;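 note: peak over basal fluorescence ratio in a 140 s read after ATP addition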
M1 ag – activates human CHRM1 receptor; CHO-K1 hM1, Fluo-8 calcium fluorescence, agonist mode; 0% DMSO, 100% acetylcholine EC100; activation, % at 3 µM; 360,000 compounds, 0.33% hits; AID 588814;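 active = activation above the run's mean compound activation plus 3 SD, cut at about 16% in these data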;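 note: peak over basal fluorescence ratio within a 140 s kinetic read after compound addition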
CHRM1 antagonist – human CHRM1 antagonism; 360,000 compounds, 1.3% hits; P11229; CHO-K1 hM1, Fluo-8 calcium fluorescence, ACh EC80 antagonist; inhibition, % at 3 µM;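 active = percent inhibition above its own plate's cutoff, namely the mean of that plate's compound wells plus 3 SD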;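 note: peak over basal fluorescence ratio during 140 s after agonist addition; 0% = ACh EC80 plus DMSO and 100% = DMSO alone without agonist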
Starred values were filed as active, the others as inactive; x = not tested or not shown.

SMILES | TAAR1 antag | M1 PAM | M1 ag parental | TAAR1 ag | CHO-K1 Ca antag | CHO parental Ca | M1 PAM parental | M1 ag | CHRM1 antagonist
CCOc1ccccc1N(C(=O)c1snc(C(N)=O)c1N)C(C(=O)NCCC(C)C)c1ccco1 (stereo unspecified) | x | 1 | -1.0 | x | -13 | -26 | 13 | -9 | 3
O=c1c2nnn(Cc3ccccc3)c2ncn1C/C=C/c1ccccc1 | 36 | -12 | 2.0 | 3 | 11 | -3 | -4 | -2 | 14
O=C(COC(=O)C1CC2C=CC1C2)Nc1cccc(S(=O)(=O)N2CCCCCC2)c1 (stereo unspecified) | 68* | -12 | 16* | 8 | 19 | 33* | -5 | -2 | 17
COc1ccc(NS(=O)(=O)c2cn(C)c(=O)n(C)c2=O)c(OC)c1 | -10 | 6 | 0.4 | 2 | -1 | -8 | 10 | -2 | -7
CCC1CN(C(=O)N2CCC(C(=O)Nc3ccccc3F)CC2)c2ccccc2O1 (stereo unspecified) | 36 | 4 | 6.1 | 9 | -13 | -13 | 13 | 0 | -2
C=CCOc1ccc(Br)cc1CNCCCN1CCOCC1 | -2 | 8 | 0.3 | 0 | -9 | -23 | 21 | -8 | -6
c1ccc2nc(-c3nc4ccccc4o3)ccc2c1 | -9 | -10 | 1.5 | 11 | -47 | -21 | -9 | -2 | 9
COCCN(C(=O)CNC(=O)c1ccco1)C(C(=O)NC1CCCC1)c1cccs1 (stereo unspecified) | 14 | 2 | 0.7 | 7 | -2 | -9 | 11 | -3 | -1
CN(C)CCOC(=O)c1sc2ccccc2c1Cl | 7 | 12 | 1.1 | 2 | -16 | 15 | 20 | -14 | -2
O=C(NC(=S)Nc1ccccc1Br)C1CCC1 | -14 | 10 | 0.4 | -3 | 1 | -9 | 17 | -5 | -12
Cc1ccc(CNS(=O)(=O)CCNC(=O)c2ccc3c(c2)OCO3)cc1 | -18 | 10 | -0.3 | 0 | 22 | 1 | -21 | 1 | -22
O=C(N/N=C/c1ccc(OC(F)F)cc1)c1ccc(Br)cc1 | -6 | -4 | 0.5 | 8 | 4 | -3 | 2 | -3 | 26
CN(CC(=O)Nc1cccc(F)c1)C(=O)c1ccc(OCc2ccccc2)cc1 | 36 | -6 | 3.5 | 13 | 5 | -5 | 4 | 1 | 14
CCCOc1ccc(C(CC(=O)O)NC(=O)c2cccs2)cc1 (stereo unspecified) | -3 | 6 | 0.2 | 12 | -2 | -2 | 15 | -1 | -3
O=C(NCCSc1c[nH]c2ccccc12)c1ccc2c(c1)OCO2 | -2 | 0 | 1.6 | 1 | -5 | 6 | 9 | -1 | -3
Cc1cccc(CN2[C@H](COC(=O)Nc3ccccc3)C=CS2(=O)=O)c1 | -4 | -5 | 1.3 | 1 | -4 | x | -1 | -2 | 2
O=C1[C@@H](Oc2ccccc2)[C@@H](c2ccncc2)N1c1ccncc1 | -12 | 0 | -0.1 | 3 | -10 | 1 | 0 | -3 | -8
Nc1nc2c(ncn2[C@@H]2O[C@H](CNCc3cnc(N4CCOCC4)s3)[C@@H](O)[C@H]2O)c(=O)[nH]1 | -5 | 5 | -0.4 | 2 | 15 | x | -11 | 8 | -21
COc1ccc(CNC(=O)C2CCC(CNS(=O)(=O)c3cccc4cccnc34)CC2)cc1 (stereo unspecified) | -14 | -1 | 3.5 | 0 | -17 | -6 | 18 | 2 | 5
COc1ccc(/C=C2/SC(=O)N(CCNC(=O)C3CCCN3C(=O)c3cccs3)C2=O)cc1 (stereo unspecified) | 1 | 6 | 4.4 | 3 | -6 | -14 | 18 | -8 | -7
Cc1[nH]c2ccccc2c1C(c1ccncc1)N1CCN(c2ccccn2)CC1 (stereo unspecified) | -8 | 13 | 0.4 | 2 | -11 | 9 | 4 | -6 | -18
CCOC(=O)c1oc2ccccc2c1CN1CCOCC1 | -5 | 7 | 0.4 | 13 | 2 | -16 | 9 | -7 | -7
COc1ccc(-c2cc3c(=O)n(CC(=O)Nc4ccc(Cl)cc4)nc(C)n3n2)cc1 | -30 | 0 | 0.7 | 7 | -15 | 0 | 7 | -3 | -2
Cc1ccc([C@@H]2CC(=O)[C@@H]3CN(S(=O)(=O)c4ccc(C)cc4)[C@H](c4cccc(Cl)c4)C[C@@H]3N2S(=O)(=O)c2ccc(Cl)cc2)cc1 | -1 | 10 | 0.3 | 1 | 6 | x | -2 | 2 | -5
O=C(/C=C/NNC(=O)c1ccccc1)c1ccccc1 | -6 | 0 | 0.1 | 6 | 0 | -15 | 3 | -4 | -7
OCCN(Cc1cccnc1)Cc1ccccn1 | -14 | -29 | 0.3 | 2 | -17 | x | 20 | -8 | 59*
CCCCN(CCCNC(=O)c1ccc2c(c1)NC(=O)CN2C)c1ccccc1 | 2 | 10 | 0.6 | -2 | -12 | x | 17 | -8 | -17
O=C(c1cccc(S(=O)(=O)N2CCCC2)c1)N1CCN(c2ccccc2)CC1 | -25 | 9 | 1.2 | 18 | -18 | -16 | 28 | -5 | -1
O=C(Cn1cnc2ccccc2c1=O)Nc1nnc(C2CC2)s1 | 2 | -4 | -0.4 | 1 | -5 | -5 | -1 | -5 | 7
COc1ccc(S(=O)(=O)N2CCC(C(=O)N3CCN(c4ccccc4OC)CC3)CC2)cc1 | 37 | 0 | 4.3 | 14 | 2 | -12 | 8 | -1 | 4

3 of the entries above in order of the TAAR1 ag value, largest number first.
Compound,TAAR1 ag,CHRM1 antagonist
COCCN(C(=O)CNC(=O)c1ccco1)C(C(=O)NC1CCCC1)c1cccs1 (stereo unspecified),7,-1
COc1ccc(NS(=O)(=O)c2cn(C)c(=O)n(C)c2=O)c(OC)c1,2,-7
O=C(NCCSc1c[nH]c2ccccc12)c1ccc2c(c1)OCO2,1,-3

Other compounds
SMILES | TAAR1 antag | M1 PAM | M1 ag parental | TAAR1 ag | CHO-K1 Ca antag | CHO parental Ca | M1 PAM parental | M1 ag | CHRM1 antagonist
O=C(c1cc(COc2ccc(F)cc2Cl)on1)N1CCC(OCc2cccnc2)CC1 | -10 | -5 | 8.4 | 5 | -1 | 61* | -5 | -5 | -6
CCN1CCN(CC(=O)Nc2cccc(C)c2)C(=O)C1=O | -5 | 6 | 0.1 | 0 | 0 | -6 | 13 | -1 | -11
CC(C)NS(=O)(=O)c1ccc(OCC(=O)NCc2ccco2)cc1 | -17 | 7 | 0.1 | 21 | -6 | -15 | -9 | -3 | -1
NC(=O)C1CCN(C(=O)c2cccc(CN3C(=O)c4ccccc4C3=O)c2)CC1 | -3 | 7 | -0.1 | 3 | -2 | -10 | -2 | -1 | -11
COc1ccc(-c2ccc(-c3noc(-c4ccccc4)n3)c(OC)n2)cc1 | -24 | 6 | 0.0 | 0 | -7 | -12 | 16 | -4 | -6
CCCC(=O)N1CCC1(C)C(=O)NS(=O)(=O)c1ccc(OC)cc1 (stereo unspecified) | 12 | -5 | -0.2 | 0 | 15 | x | -13 | 2 | 8
CCOC(=O)CSc1nncc2ccc(OC)c(OC)c12 | 8 | 5 | 0.1 | 5 | -12 | 4 | 13 | -2 | 1
CCN1C(C)=C(C)S/C1=C1\SC(=S)N(N)C1=O | 4 | 1 | 0.2 | 5 | -7 | -3 | 1 | -5 | 1
COc1ccc(/C=C/C(=O)NC2=NCCS2)cc1OC | 10 | 2 | 0.4 | 8 | -6 | -3 | -9 | 2 | 3
Cn1cc([N+](=O)[O-])c(C(=O)N/N=C/c2ccccc2)n1 | -26 | -4 | -0.2 | 3 | 9 | -1 | -9 | -1 | -2
Cc1ccc(NC(=O)c2nnn(-c3ccc4c(c3)OCCO4)c2N)cc1 | 8 | 14 | 5.2 | 4 | -9 | 2 | 0 | -2 | -11
CC1CN(C)C(C)CC1NCc1ccc2c(c1)OCO2 (stereo unspecified) | -13 | 0 | 0.7 | 8 | -12 | -6 | 19 | -3 | -3
CCOc1ccc2nc(N3C(=O)C(O)=C(C(=O)c4ccco4)C3c3ccco3)sc2c1 (stereo unspecified) | 2 | -1 | 0.0 | 3 | -6 | -7 | 2 | -4 | 2
O=C(CCn1c(=O)oc2cc(Cl)ccc21)Nc1ccc(O)cc1 | 3 | 7 | 1.0 | 4 | -8 | 4 | 3 | 0 | -22
Cc1ccc(S(=O)(=O)N2CCOCC2)cc1C(=O)NCc1cccs1 | 7 | -2 | 1.8 | 11 | 25* | 4 | -19 | -7 | 1
CCCS(=O)(=O)NC(=O)C1(C)CCN(C(=O)c2nc(C)oc2C)C1 (stereo unspecified) | -18 | 4 | 3.7 | 1 | 8 | x | 5 | -2 | -5
Cn1nc(C(=O)N2CCC(C(N)=O)CC2)c2c1-c1ccccc1SC2 | 20 | 4 | 0.2 | 0 | -10 | 9 | 17 | -2 | -8
CN(C(=O)COC(=O)CSc1ccc([N+](=O)[O-])cc1)c1ccccc1 | 51* | 3 | 0.4 | 1 | 13 | -12 | 2 | -6 | 14
CC(=O)N(C(C)=O)S(=O)(=O)c1ccc(N=NN2CCOCC2)cc1 | -12 | 3 | 0.0 | 1 | 12 | -2 | -8 | -10 | -8
O=C(CC1CC2CCC1C2)N1CCN(S(=O)(=O)c2ccc(C(F)(F)F)cc2)CC1 (stereo unspecified) | -11 | 2 | 0.0 | 8 | -6 | x | 12 | -5 | 1
CC(C)Oc1ccccc1OCCN(C)C | -11 | 11 | -0.1 | 8 | -9 | -6 | 24 | -13 | -4
O=C(NC1CCCC1)C1CCN(c2nccs2)CC1 | -12 | -6 | 0.3 | 2 | -12 | -9 | 15 | -3 | 12
C[C@H]1CN([C@@H](C)CO)C(=O)CCCn2cc(nn2)CO[C@@H]1CN(C)C(=O)Cc1ccccc1 | 0 | 0 | 0.5 | 2 | -4 | x | 18 | -3 | -7
COc1ccccc1CNCc1cccc(Oc2ccccc2)c1 | 4 | -4 | 3.7 | 8 | -10 | -12 | 9 | -8 | 6
CCOC(=O)/C(C#N)=N/Nc1ccccc1OC | 12 | 4 | 0.3 | 0 | -14 | -6 | 20 | -7 | -5
COCCN(C(=O)Nc1ccc(OC)cc1OC)C1CCN(C(C)C)CC1 | -2 | 0 | -0.2 | 13 | -16 | -9 | 9 | -4 | 1
CCOc1ccc(C2/C(=C(/O)c3ccc(S(=O)(=O)N4CCCCC4)cc3)C(=O)C(=O)N2CCCOC)cc1OC (stereo unspecified) | -33 | 9 | 1.3 | 3 | -7 | -2 | 15 | -2 | -12
Cc1ccc(-c2cc(C(=O)Nc3ccc4c(c3)OCCO4)c3ccccc3n2)cc1 | 43 | 0 | 0.6 | 6 | -1 | -2 | 8 | -2 | 8
Cc1ccc(Nc2cc(C)nc3nnnn23)cc1 | -6 | 5 | -0.6 | 5 | -11 | -11 | 1 | -5 | -11
Cc1ccc(N(Cc2ccc([N+](=O)[O-])cc2)C(=O)c2ccco2)cc1C | -13 | -2 | 1.0 | 2 | -7 | 5 | 7 | -9 | -2

Screening data (PubChem)
